Compound activity deposited in PubChem by National Center for Advancing Translational Sciences (NCATS).
S-ASM inh = human S-ASM enzyme inhibition; P17405; placental ASM, HMU-PC fluorogenic substrate, 60 min; Potency, µM (highest dose often 57.5 µM), for the others: at the top dose activity change, negative = inhibition, hits mostly inhibitors; actives 0.006% (n = 340,000); AID 504937; also: potency is read from the fitted curve at half-maximal effect
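Human placenta-derived ASM preincubated with compound 10 min at room temperature, then reacted with 9 uM (final) fluorogenic HMU-PC substrate for 60 min at 37 C. Stop solution raises pH to 10; fluorescence read at Ex 386/Em 447 nm.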
MBNL1-CUG inh = blocks human MBNL1 binding to CUG repeat RNA. Q9NR56. TR-FRET MBNL1-His/biotin-(CUG)12 binding, 665/545 ratio. Potency, µM (doses to about 57.5 µM), inactives show at the highest dose activity change, negative = inhibition, actives largely listed as inhibitors. actives 0.036% (n = 280,000); active = well fitted inhibition curve with a large enough effect in the signal ratio, with a control signal flat, not every such curve was filed as active; inconclusive = small, poorly fitted or top-dose-only effect, or effect the other way, or a change in a side signal; inactive = no such curve, though single readings can be large or run the other way; the % refers to the signal ratio; also: potency is read from the fitted curve at half-maximal effect; % is scaled to controls: 0 for no effect and ±100 for the full control effect
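TR-FRET readout: Ex 340 nm, 665/545 nm emission ratio, normalized to buffer-only (basal) and MBNL1-(CUG)12 controls. Complex of MBNL1-His with Biotin-(CUG)12, compounds 92 nM–58 uM, incubated 60 min at room temperature.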
a7 integrin act = activators of alpha7 integrin expression for muscular dystrophy; alpha7betagal myoblasts, beta-gal FDG fluorescence, 48 h; Potency, µM (top dose mostly 38.3 µM), without a hit: at the top dose activation, most hits filed as activators; actives 0.064% (n = 350,000);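 also: potency is read from the fitted curve at half-maximal effect; 100% = response of the positive control SU9516; nearly all actives have a fitted effect of over 60% in size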
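Alpha7betagal+/- myoblasts (passage 13) were plated 16-24 hr, then exposed to compounds (1:260 dilution of DMSO stock) for 48 hours at 37C. After MPER lysis, β-galactosidase reporter activity was read as FDG fluorescence (ex 480/em 540) after 30 minutes.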
TRPV1 ag = agonists of human vanilloid receptor 1 (TRPV1); TRPV1-expressing cells, Fluo-8 calcium influx, agonist mode; actives 0.19% (n = 320,000); activation, % at 8.33 µM; Q8NER1; in the data active = activation above about 80%; inconclusive = between about 30% and that limit; also: 0% is about no effect
Target sequence (Q8NER1 whole entry, looked up): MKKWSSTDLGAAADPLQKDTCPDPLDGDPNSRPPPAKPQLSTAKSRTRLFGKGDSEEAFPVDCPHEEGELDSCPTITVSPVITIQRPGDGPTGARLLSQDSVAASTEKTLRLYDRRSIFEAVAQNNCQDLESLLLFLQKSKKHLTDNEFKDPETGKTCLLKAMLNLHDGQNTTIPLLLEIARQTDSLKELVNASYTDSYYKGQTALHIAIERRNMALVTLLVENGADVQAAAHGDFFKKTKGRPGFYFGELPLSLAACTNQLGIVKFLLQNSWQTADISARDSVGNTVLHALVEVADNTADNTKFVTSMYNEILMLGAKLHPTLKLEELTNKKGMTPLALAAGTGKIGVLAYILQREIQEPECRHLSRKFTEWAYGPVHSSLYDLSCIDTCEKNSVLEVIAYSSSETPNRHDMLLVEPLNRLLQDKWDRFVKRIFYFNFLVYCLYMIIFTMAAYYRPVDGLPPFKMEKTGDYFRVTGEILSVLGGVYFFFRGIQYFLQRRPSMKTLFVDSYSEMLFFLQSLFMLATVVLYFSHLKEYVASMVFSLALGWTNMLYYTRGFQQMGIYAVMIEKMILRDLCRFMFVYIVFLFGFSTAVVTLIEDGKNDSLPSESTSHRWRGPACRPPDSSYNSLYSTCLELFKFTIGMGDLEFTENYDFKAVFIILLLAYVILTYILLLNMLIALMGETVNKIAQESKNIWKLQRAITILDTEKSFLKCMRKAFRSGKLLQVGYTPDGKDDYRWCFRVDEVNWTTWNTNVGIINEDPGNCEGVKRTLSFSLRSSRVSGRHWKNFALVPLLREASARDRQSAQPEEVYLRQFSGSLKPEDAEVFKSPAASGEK
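TRPV1-expressing cells were cultured overnight at 35.5C and loaded with Fluo-8 calcium dye for 40 to 90 min at room temperature. After a 10 s baseline, compound was added and calcium influx was read kinetically for 3 min (ex 480/em 520 nm).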
GALK inhibitor = inhibitors of human galactokinase; actives 0.007% (n = 270,000); Potency, µM (top dose mostly 57.5 µM), inactives show at the top dose activity change, negative = inhibition, actives largely listed as inhibitors; P51570; AID 1868; Purified GALK, Kinase-Glo residual ATP luminescence; also: potency is read from the fitted curve at half-maximal effect; % is scaled to controls: 0 for no effect and ±100 for the full control effect
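Compounds were pin-transferred into ATP buffer (35 uM final), then GALK plus galactose (5 nM, 100 uM final) was added. After 1 h at room temperature, Kinase-Glo Plus was added and luminescence read after 10 min.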
CXXC DNA block = inhibitors of human MLL CXXC domain-DNA interaction; Q03164; MLL-CXXC / FITC-HOXA9 DNA fluorescence polarization; Potency, µM (top dose mostly 115 µM), inactives show at the highest dose activity change, negative = inhibition, hits mostly inhibitors; actives 0.037% (n = 290,000); AID 2662; active = well fitted inhibition curve with a large enough effect in the polarisation, with a control signal flat, not every such curve was filed as active; inconclusive = small, poorly fitted or top-dose-only effect, or effect the other way, or a change in a side signal; inactive = no such curve, though single readings can be large or run the other way; the % refers to the polarisation; also: potency is read from the fitted curve at half-maximal effect
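Purified MLL-CXXC (added from a 7 uM solution) was preincubated 5 min at ambient with pinned compounds in 50 mM Tris-HCl pH 7.5, 50 mM NaCl, 1 mM DTT, 0.05% BSA. Fluorescein-labeled HOX-A9 DNA (50 nM solution) followed, 30 min, then polarization read.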
Coupling enz = counter-screen for Giardia aldolase inhibitors: coupling enzyme system | coupling enzyme system counterscreen, AmpLite Red fluorescence | activity change, negative = inhibition, % at 58.2 µM, hits read low | actives 0.67% (n = 290,000) | AID 2472; in the data active = activity change below about -30%; also: % is scaled to controls: 0 for no effect and ±100 for the full control effect
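Activity here indicates interference with the coupling reaction, not aldolase inhibition. Compounds at 57.5 uM final met coupling enzymes for 10 min at RT; substrate and AmpLite Red detection followed, with a 525/598 nm fluorescence read after 20 min.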
KCNH2 WT inh = inhibitors of human wildtype KCNH2 potassium channel | AID 720551 | actives 0.37% (n = 340,000) | U2OS, BacMam KCNH2, thallium flux FluxOr; stronger effect = lower value | activity change, % at 1.84 µM | Q12809;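 active = maximum activity change below -70%; inconclusive = maximum activity change between -70% and -50%; inactive = maximum activity change above -50%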; also: % is scaled to controls: 0 for no effect and ±100 for the full control effect
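U2OS cells were transduced with wild-type KCNH2 virus (2.03 x 10^8 / mL) for 4 h at room temperature, then cultured overnight at 37 C. Thallium flux was read with FluxOr dye. Rate constants were normalized to DMSO controls.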
KCNH2 3.1 block = inhibitors of human KCNH2 3.1 potassium channel isoform; U2OS KCNH2 3.1, thallium flux FluxOr; stronger effect = lower value; activity change, % (tested at about 1.8 µM); actives 0.95% (n = 340,000);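 active = maximum activity change below -70%; inconclusive = maximum activity change from -70% to -50%; inactive = maximum activity change above -50%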;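 also: thallium influx rate constant from kinetic fluorescence after stimulation buffer; % is scaled to controls: 0 for no effect and ±100 for the full control effect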
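Measured as rate of thallium-driven FluxOr signal in transduced U2OS cells carrying the 3.1 channel, read kinetically for 2 min upon stimulation; values are rate constants scaled to DMSO control wells.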
AT treatment = candidate therapy for ataxia-telangiectasia. […] A-T fibroblasts, KAP-1 phosphorylation AlphaLISA; neocarzinostatin DNA damage 30 min before lysis. Potency, µM (titrated, usually from 57.5 µM), without a hit: at the highest dose activation, most hits filed as activators. actives 0.19% (n = 320,000); also: potency is read from the fitted curve at half-maximal effect; % of control where 0% means no effect; nearly all actives have a fitted effect of over 45% in size
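ATM-like activity read as KAP-1 phosphorylation via AlphaLISA donor/acceptor antibody pairs after lysis and 6 hr at 25C. Cells were ATM-null patient fibroblasts ([…], hTERT), dosed 60 min, then exposed to the DSB inducer NCS for 30 min.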
* marks the source's active call; other numbers are inactive results; ? = inconclusive; . = no result given; [ ] = dose if it differs, or a comment. Unless noted, calls follow the shape of the dose curve; as a rule, active = well fitted curve in the direction sought with a large enough effect; inconclusive = small, poorly fitted or top-dose-only effect, or another doubt; inactive = no such curve, though single readings can be large; an effect the other way counts as inactive or inconclusive. Rows were taken by chance; about 2% have a hit in one of these screens.

SMILES	S-ASM inh	MBNL1-CUG inh	a7 integrin act	TRPV1 ag	GALK inhibitor	CXXC DNA block	Coupling enz	KCNH2 WT inh	KCNH2 3.1 block	AT treatment
O=Cc1cc([N+](=O)[O-])ccc1N1CCN(Cc2ccc3c(c2)OCO3)CC1	-4%	?	32%	2	.	1%	5	?	-86*	-2%
Cc1cc(C)n(-c2nc(SCCN(C)C)c3c4c(sc3n2)COC(C)(C)C4)n1	0%	-13%	-60%[inhibitor]	-3	4%	-11%	2	?	-137*	11%
COc1ccc(NC(=O)CCC2COc3ccccc3O2)c(OC)c1 (configuration not stated)	1%	-3%	0%	0	-1%	3%	-1	-3	9	6%
CCOC(=O)CN1C(=O)Nc2ccc(Br)cc2C1c1ccccc1 (configuration not stated)	-18%	11%	-51%	16	-4%	-6%	.	-11	-11	-4%
NC(N)=NS(=O)(=O)c1ccc(N/C=C/C(=O)c2ccc(Cl)c(Cl)c2)cc1	164%[activator]	26%	-6%	-3	.	125%[activator]	-1	5	-11	12%
Cc1c(/C=C(\CC(=O)O)c2nc3ccccc3s2)cc(C#N)n1C	39%[activator]	.	15%	1	-1%	-2%	6	6	-2	-10%
Cc1cc(C(C2C(=O)CC(C)(C)CC2=O)C2C(=O)CC(C)(C)CC2=O)cc(C)c1OC(F)F	1%	2%	11%	1	4%	-16%	1	19	-1	3%
COc1ccc(C(CNC(=O)c2ccc(Br)o2)N2CCN(C)CC2)cc1 (configuration not stated)	0%	.	-9%	0	.	.	.	6	-11	2%
COc1ccc(S(=O)(=O)NC2CCSc3ccccc32)cc1OC (configuration not stated)	5%	1%	?	0	-4%	4%	1	0	-7	3%
COc1cc(CCC(=O)N2CC(C)OC(C)C2)cc(OC)c1OC (configuration not stated)	4%	-5%	11%	5	5%	34%[activator]	.	9	23	-11%
CN1CCN(S(=O)(=O)c2ccc3ccccc3c2)CC1	0%	9%	27%	-2	3%	-6%	1	4	8	0%
O=C(Nc1ccc(S(=O)(=O)N2CCCC2)cc1)c1cnccn1	2%	-6%	4%	?	-1%	6%	0	-10	20	-2%
C=CCn1c(C(C)NC(=O)c2cccc(C)c2)n[nH]c1=S (configuration not stated)	3%	7%	8%	-1	9%	6%	2	-3	-7	-8%
CN(C)S(=O)(=O)c1cccc(NC(=S)NC2CCCCC2)c1	1%	1%	-25%	4	0%	-4%	-1	-9	-1	8%
COc1ccc(C(C)(C)C)cc1NC(=O)COC(=O)CN1C(=O)NC2(CCCCC2C)C1=O (configuration not stated)	-3%	.	-6%	.	.	.	.	4	12	-6%
COC(=O)c1cc(NC(=O)c2ccoc2C)cc(C(=O)OC)c1	-2%	3%	-5%	9	-1%	-2%	0	4	-7	1%
Cc1cccc(C)c1N(CC(=O)N/N=C/c1cc(Br)c(C)o1)S(C)(=O)=O	-2%	.	6%	1	0%	9%	-1	15	4	-3%
COc1ccc(C(=O)Nc2ccc(-c3cn4ccsc4n3)cc2)cc1S(=O)(=O)N1CCOCC1	-4%	-4%	-23%	1	5%	2%	1	-12	-6	21%
CN(C)CCn1c2c(c(SCC(=O)Nc3ccccc3C(F)(F)F)nc1=O)CCCC2	0%	.	-17%	1	.	.	.	0	33	4%
CN1CCSc2ccc(C(=O)NCc3ccccc3)cc21	.	18%	-4%	9	.	.	-3	-12	-18	12%
O=C(Cc1ccc(Br)cc1)NNC(=O)c1cccs1	-3%	.	8%	.	.	.	.	16	8	8%
COc1ccc2c(c1)[nH]c1c(=O)n(Cc3ccco3)cnc12	6%	-6%	3%	25	-2%	12%	3	-6	9	-8%
NC(=O)[C@@H]1CCCNc2c(I)cc([N+](=O)[O-])cc2C(=O)N[C@@H](CCCN=C(N)N)C(=O)N[C@@H](CCCN=C(N)N)C(=O)N1	.	?	.	-4	.	12%	-15	.	.	-4%
OCc1cn(-c2ccccc2)nc1-c1ccc(Br)cc1	-8%	8%	-10%	7	-3%	1%	0	-9	-7	2%

Seven entries from above, as a markdown table.
| compound | S-ASM inh | MBNL1-CUG inh | a7 integrin act | TRPV1 ag | GALK inhibitor | CXXC DNA block | Coupling enz | KCNH2 WT inh | KCNH2 3.1 block | AT treatment |
| --- | --- | --- | --- | --- | --- | --- | --- | --- | --- | --- |
| COc1ccc(S(=O)(=O)NC2CCSc3ccccc32)cc1OC (configuration not stated) | 5% | 1% | ? | 0 | -4% | 4% | 1 | 0 | -7 | 3% |
| COc1cc(CCC(=O)N2CC(C)OC(C)C2)cc(OC)c1OC (configuration not stated) | 4% | -5% | 11% | 5 | 5% | 34%[activator] | . | 9 | 23 | -11% |
| CN1CCN(S(=O)(=O)c2ccc3ccccc3c2)CC1 | 0% | 9% | 27% | -2 | 3% | -6% | 1 | 4 | 8 | 0% |
| O=C(Nc1ccc(S(=O)(=O)N2CCCC2)cc1)c1cnccn1 | 2% | -6% | 4% | ? | -1% | 6% | 0 | -10 | 20 | -2% |
| C=CCn1c(C(C)NC(=O)c2cccc(C)c2)n[nH]c1=S (configuration not stated) | 3% | 7% | 8% | -1 | 9% | 6% | 2 | -3 | -7 | -8% |
| CN(C)S(=O)(=O)c1cccc(NC(=S)NC2CCCCC2)c1 | 1% | 1% | -25% | 4 | 0% | -4% | -1 | -9 | -1 | 8% |
| COc1ccc(C(C)(C)C)cc1NC(=O)COC(=O)CN1C(=O)NC2(CCCCC2C)C1=O (configuration not stated) | -3% | . | -6% | . | . | . | . | 4 | 12 | -6% |

More structures follow:
SMILES	S-ASM inh	MBNL1-CUG inh	a7 integrin act	TRPV1 ag	GALK inhibitor	CXXC DNA block	Coupling enz	KCNH2 WT inh	KCNH2 3.1 block	AT treatment
Cc1c(Cl)cccc1NC(=O)CCN1CCN(C)CC1	4%	1%	19%	1	4%	4%	4	-4	2	3%
CC(C)c1ccccc1NC(=S)NCCCn1ccnc1	5%	-4%	12%	1	1%	-1%	4	-1	12	4%
Cc1ccccc1NC(=S)NCCSc1ccc(Cl)cc1	-8%	-6%	8%	?	0%	-2%	-1	-4	-17	5%
CCN(CC)S(=O)(=O)c1ccc2c(c1)N(CC(=O)NCCc1ccc(S(N)(=O)=O)cc1)C(=O)CO2	7%	3%	4%	-7	1%	4%	2	-6	-17	-2%
Cc1cccc(C(=O)Nc2ccc3ccccc3c2)c1	-2%	5%	5%	?	0%	2%	-3	-8	3	-1%
CCCS(=O)(=O)c1c(S(=O)(=O)CCC)c2cc(CC)ccn2c1C(=O)OC	0%	-3%	-31%	?	-1%	-5%	-1	-2	0	1%
O=C(CSc1nnc(CNc2ccc(F)cc2)n1-c1ccccc1)N1CCOCC1	6%	-9%	?	0	1%	4%	8	4	11	0%
COc1ccc(C(=O)N/N=C\c2ccc(OC)c(COc3ccccc3Br)c2)c(OC)c1	-4%	13%	-24%	-4	-6%	25%	-1	-23	0	27%
COc1cc(-c2nnc(COC(=O)CSc3cc(C)c4ccccc4n3)o2)cc(OC)c1OC	-3%	5%	-21%	3	0%	-3%	1	6	8	3%
Cc1nn(-c2ccccc2)c(N)c1N=Nc1cccc(S(=O)(=O)N2CCOCC2)c1	-24%	?	-50%[inhibitor]	?	5%	-15%	-2	-15	-5	5%
CCOC(=O)Cn1c(=O)oc2cc(S(=O)(=O)NC(C)(C)CC)ccc21	2%	-9%	-7%	4	1%	-1%	0	.	-1	2%
C/C(=N\NC(=O)c1ccn(C)n1)c1ccco1	4%	13%	2%	0	1%	1%	1	-16	0	0%
CC(OC(=O)/C=C/c1ccc2ccccc2n1)C(=O)NCc1ccccc1 (configuration not stated)	-2%	.	-45%	22	.	.	.	-4	-12	5%
CC(C)NC(=O)C1CCN(C2CCN(C(=O)Cc3ccc4c(c3)OCO4)CC2)CC1	-3%	-7%	-7%	-2	2%	-6%	-1	-1	10	-4%
Cc1noc(/C=C/c2ccco2)c1S(=O)(=O)N1CCC(C(=O)N2CCc3ccccc32)CC1	5%	8%	24%	2	3%	13%	2	3	-12	4%
CC(Sc1c[nH]c2ccccc12)C(=O)O (configuration not stated)	6%	-8%	-24%	-1	0%	4%	-1	1	-1	.
CCn1c(SCC(=O)Nc2ccccc2N2CCCCC2)nc2c1c(=O)n(C)c(=O)n2C	-6%	2%	23%	-4	0%	-7%	2	-8	4	16%
COc1ccc(C(Nc2cc(C)ccn2)c2ccc3ccc(C)nc3c2O)cc1 (configuration not stated)	0%	10%	-17%	15	0%	-22%	-8	-24	-2	3%
